IP6K1 inhibitor: Primary qHTS assay for small molecule inhibitors of Inositol hexaphosphate kinase 1 (IP6K1); IP6K1 kinase, ADP-Glo luminescence, 2 h; hits give low values; Inositol hexakisphosphate kinase 1 (Homo sapiens), Q92551; 0.81% of 140,000 active; AID 1645851, 2021; activity change, % (series mostly up to about 58 µM); in the data active = activity change below about -25%
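ADP-Glo luminescence measures ADP made by human IP6K1 during a 2 h RT reaction with ATP/IP6 (mix at 1.3 mM/130 uM); top library doses 57.5 and 19.1 uM final.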
HEK293 viab: GF-AFC viability counterscreen for inhibitors of alpha-synuclein gene (SNCA) expression. Potency, µM (series often up to 57.1 µM), for the others: top-dose activity change, negative = cytotoxicity, most hits filed as cytotoxic. 0.12% of 150,000 active. AID 1671193, 2021. HEK-293-SNCA-luc viability, GF-AFC fluorescence, 24 h;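 also: potency is read from the fitted curve at half-maximal effect; 0% = DMSO-treated cells and -100% = medium-only wells without cells; nearly all actives have a fitted effect of over 30% in size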
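HEK-293-SNCA-luc cells (1500/well) plated 24 h, then exposed 24 h to a dilution series; GF-AFC added 30 min at 37C, fluorescence 405/540 nm; normalised to medium-only and DMSO wells, Hill fit.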
SNCA expr inh: Primary qHTS assay for inhibitors of alpha-synuclein gene (SNCA) expression; HEK-293 SNCA-luciferase knock-in, luminescence, 24 h; Potency, µM (series often up to 57.2 µM), for inactives: top-dose activity change, negative = inhibition, actives largely listed as inhibitors; 0.17% of 140,000 active;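 also: potency is read from the fitted curve at half-maximal effect; plate controls were DMSO cells for no effect and cell-free wells for full effect; nearly all actives have a fitted effect of over 45% in size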
HEK293 tox: Cytotoxic Profiling in HEK 293 Cell Line of Diverse Libraries Using Quantitative High-Throughput Screening; HEK 293 viability, ATP luminescence (CellTiter-Glo), 48-72 h; 6.6% of 94,000 active; Potency, µM (top dose mostly 115 µM), for inactives: top-dose activity change, negative = cytotoxicity, actives largely listed as inhibitors; AID 1345083, 2018; also: potency is read from the fitted curve at half-maximal effect; nearly all actives have a fitted effect of over 60% in size
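qHTS cytotoxicity; HEK 293, 250 cells/well; compound pinned; 48 or 72 hr, 37 degree Celsius, 5% CO2, 95% humidity; CellTiter-Glo, 10 min RT; luminescence (ATP).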
GPT2 inh: Primary qHTS assay for inhibitors of Glutamate pyruvate transaminase 2 (GPT2) | Alanine aminotransferase 2 (Homo sapiens), Q8TD30 | Recombinant GPT2, coupled pyruvate oxidase/HRP Amplex Red fluorescence | Potency, µM (series often up to 57.7 µM), without a hit: at the highest dose activity change, negative = inhibition, most hits filed as inhibitors | 0.25% of 100,000 active | AID 1671188, 2021; also: potency is read from the fitted curve at half-maximal effect; nearly all actives have a fitted effect of over 60% in size; many of its hits are not listed in these tables
Target sequence (Q8TD30 whole entry, looked up): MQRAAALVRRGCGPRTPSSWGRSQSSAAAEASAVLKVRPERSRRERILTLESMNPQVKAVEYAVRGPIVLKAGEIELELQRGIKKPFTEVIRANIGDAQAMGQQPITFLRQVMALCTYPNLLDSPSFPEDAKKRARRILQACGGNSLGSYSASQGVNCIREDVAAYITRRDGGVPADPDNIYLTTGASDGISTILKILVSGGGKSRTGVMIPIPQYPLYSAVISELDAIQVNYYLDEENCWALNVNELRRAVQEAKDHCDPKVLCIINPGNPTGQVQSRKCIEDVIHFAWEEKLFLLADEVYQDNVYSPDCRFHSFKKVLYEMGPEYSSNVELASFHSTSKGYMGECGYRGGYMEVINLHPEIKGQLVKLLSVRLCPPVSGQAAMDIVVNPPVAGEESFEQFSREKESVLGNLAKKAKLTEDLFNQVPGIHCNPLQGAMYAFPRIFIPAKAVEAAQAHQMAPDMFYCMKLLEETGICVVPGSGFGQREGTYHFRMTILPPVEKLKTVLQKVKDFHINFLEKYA
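Recombinant GPT2 (10ng/uL) with 250uM a-KG and 2mM L-alanine, 30 min at room temperature, in HEPES pH 7.5 buffer. Pyruvate detected by pyruvate oxidase/HRP/Amplex Red fluorescence after 30 min in the dark; AOA (50uM) as positive control.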
Luciferase inh: Firefly luciferase inhibition profiling of diverse chemical library using quantitative high-throughput screening; purified P. pyralis luciferase, luminescence, biochemical; Potency, µM (highest dose often 115 µM), without a hit: top-dose activity change, negative = inhibition, hits mostly inhibitors; 2.5% of 76,000 active; AID 1347043, 2019; also: potency is read from the fitted curve at half-maximal effect; nearly all actives have a fitted effect of over 65% in size
Target sequence (P08659 whole entry, looked up): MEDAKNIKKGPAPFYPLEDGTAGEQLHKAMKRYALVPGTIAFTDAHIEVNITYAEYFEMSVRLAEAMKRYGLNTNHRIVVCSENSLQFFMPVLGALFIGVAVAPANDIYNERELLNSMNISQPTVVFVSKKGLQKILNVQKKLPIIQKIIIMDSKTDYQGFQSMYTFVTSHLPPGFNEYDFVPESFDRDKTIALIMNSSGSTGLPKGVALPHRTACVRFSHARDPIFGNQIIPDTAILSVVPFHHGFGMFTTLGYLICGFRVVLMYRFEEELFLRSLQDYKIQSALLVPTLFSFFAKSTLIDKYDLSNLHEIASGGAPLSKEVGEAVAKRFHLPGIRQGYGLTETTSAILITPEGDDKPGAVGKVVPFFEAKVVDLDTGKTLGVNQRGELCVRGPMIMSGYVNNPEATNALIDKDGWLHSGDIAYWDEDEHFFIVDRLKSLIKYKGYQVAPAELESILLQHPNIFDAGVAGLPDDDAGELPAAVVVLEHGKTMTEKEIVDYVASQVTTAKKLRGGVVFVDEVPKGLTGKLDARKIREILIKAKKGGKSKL
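Purified 10nM P. pyralis luciferase with 10uM D-luciferin and 10uM ATP in 50mM Tris acetate pH 7.5, 10mM Mg acetate, 0.01% Tween-20, 0.05% BSA. qHTS titration; luminescence read by CCD imager.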
3T3 cytotox: Cytotoxic Profiling in NIH 3T3 Cell Line of Diverse Libraries Using Quantitative High-Throughput Screening; NIH 3T3 viability, CellTiter-Glo ATP luminescence, 48-72 h; Potency, µM (titrated, usually from 96.7 µM), without a hit: at the top dose activity change, negative = cytotoxicity, most hits filed as inhibitors; 4.3% of 94,000 active; AID 1345082, 2018; also: potency is read from the fitted curve at half-maximal effect; nearly all actives have a fitted effect of over 55% in size
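Viability of NIH 3T3 cells after 48 or 72 hr compound treatment at 37 °C was assessed by CellTiter-Glo, with luminescence imaged following a 10 min room-temperature step.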
* hit, by the source's call; i = inactive; ? = inconclusive; . = not tested or not shown; [ ] = remark or other dose. Unless noted, calls follow the shape of the dose curve; as a rule, active = well fitted curve in the direction sought with a large enough effect; inconclusive = small, poorly fitted or top-dose-only effect, or another doubt; inactive = no such curve, though single readings can be large; an effect the other way counts as inactive or inconclusive. Unless noted, % is scaled to controls: 0 for no effect and ±100 for the full control effect.

no.	Compound	IP6K1 inhibitor	HEK293 viab	SNCA expr inh	HEK293 tox	GPT2 inh	Luciferase inh	3T3 cytotox
1	CCOc1ccc(CC(=O)Nc2c(C(=O)c3ccc(C)cc3)oc3ccccc23)cc1OCC	-8.2	-6.6%	-18.6%	.	.	.	.
2	Cc1cc(CN2CCN(c3cccc(C)c3C)CC2)cs1	38.9	-11.9%	-15.9%	.	.	.	.
3	CCCn1cc2c3c(cccc31)CN(C(=O)c1cccc(F)c1)CC2	8.7	-3.9%	15.8%	?	-18.3%	-3.4%	?
4	O=C(c1nnc(COc2ccc3c(c2)OCO3)n1Cc1ccccc1)N1CCC[C@@H]1c1ccc(Br)cc1	-11.7	-29.1%	?	?	-3.1%	-2.7%	?
5	COc1ccc(OC)c(NC(=O)c2cc(-c3ccc[nH]3)n[nH]2)c1	-4.6	-12.5%	-18.7%	39.8µM*	-6.4%	?	44.7µM*
6	CCc1ccccc1NC(=O)c1cn(C)c(=O)c2ccccc12	6.3	18.5%	10.1%	.	.	.	.
7	CN(Cc1ccccc1)Cc1cn([C@H]2CO[C@H]3[C@@H]2OC[C@@H]3NS(=O)(=O)c2cccc3cccnc23)nn1	7.4	1.2%	-3.8%	-17.1%	4.47µM*	-2.7%	-26.2%
8	COc1ccc(-c2nnc3n2CCN(C(=O)c2ccccc2C)C3)cc1	-1.1	-10.9%	0.2%	i	i	6.5%	-0.5%

An excerpt of these results, in transposed form.
#4 O=C(c1nnc(COc2ccc3c(c2)OCO3)n1Cc1ccccc1)N1CCC[C@@H]1c1ccc(Br)cc1
#5 COc1ccc(OC)c(NC(=O)c2cc(-c3ccc[nH]3)n[nH]2)c1
#6 CCc1ccccc1NC(=O)c1cn(C)c(=O)c2ccccc12

| Assay by compound | 4 | 5 | 6 |
| --- | --- | --- | --- |
| IP6K1 inhibitor | -11.7 | -4.6 | 6.3 |
| HEK293 viab | -29.1% | -12.5% | 18.5% |
| SNCA expr inh | ? | -18.7% | 10.1% |
| HEK293 tox | ? | 39.8µM* | . |
| GPT2 inh | -3.1% | -6.4% | . |
| Luciferase inh | -2.7% | ? | . |
| 3T3 cytotox | ? | 44.7µM* | . |

Part of the list above in order of formula weight, high to low:
no.	Compound	IP6K1 inhibitor	HEK293 viab	SNCA expr inh	HEK293 tox	GPT2 inh	Luciferase inh	3T3 cytotox
1	CCOc1ccc(CC(=O)Nc2c(C(=O)c3ccc(C)cc3)oc3ccccc23)cc1OCC	-8.2	-6.6%	-18.6%	.	.	.	.
8	COc1ccc(-c2nnc3n2CCN(C(=O)c2ccccc2C)C3)cc1	-1.1	-10.9%	0.2%	i	i	6.5%	-0.5%
2	Cc1cc(CN2CCN(c3cccc(C)c3C)CC2)cs1	38.9	-11.9%	-15.9%	.	.	.	.

Next entries:
no.	Compound	IP6K1 inhibitor	HEK293 viab	SNCA expr inh	HEK293 tox	GPT2 inh	Luciferase inh	3T3 cytotox
9	O=C(Cn1ncc2c3ccccc3n(Cc3ccc(Cl)cc3)c2c1=O)NCCC1=CCCCC1	10.7	-0.3%	2.0%	.	.	.	.
10	OCc1cc(CC2(NCc3ccccc3)COC2)no1	8.2	3.1%[87.6 µM]	-21.5%[87.6 µM]	i	-11.0%[88.5 µM]	-1.2%[230 µM]	i
11	Cc1ccc(Cl)cc1NC(=O)N1CCC2(CC1)Oc1ccccc1C(=O)N2Cc1ccccc1F	-9.9	4.2%	?	.	.	.	.
12	O=C(Nc1cccc(C(F)(F)F)c1)c1nc2c(o1)CCN(Cc1nccs1)CC2	-1.5	-8.1%[87.6 µM]	7.2%[87.6 µM]	?	0.9%[88.5 µM]	15.8µM*	?
13	O=C(NCc1ccccc1Cl)c1nc2cccnc2n(CCc2ccccc2)c1=O	-15.6	-11.2%[12.5 µM]	12.4%	i	-4.9%	.	-5.3%
14	COc1ccccc1CNc1ccc(-c2nc(-c3ccco3)no2)cc1[N+](=O)[O-]	-14.0	5.2%	39.4%	.	.	.	.
15	COCc1nc(C2CCCN(C(=O)NC3CCCC3)C2)no1 (configuration not stated)	18.8	-5.0%[12.5 µM]	-1.3%	-2.4%	0.2%	-3.5%	4.7%
16	O=[S+]([O-])(c1cccc(C(F)(F)F)c1)N1CCc2nc(-c3ccccc3)nc(-c3ccc(Cl)cc3)c2C1	-12.9	-6.1%	-0.2%	2.2%	i	.	-6.7%
17	COc1ccc(C(=O)N2CCc3ccc(C(=O)O)cc32)cc1	-1.0	4.9%	108.4%[activator]	14.9%	0.3%	-12.0%	-15.9%
18	O=C(COc1ccccc1)Nc1ccc(C(=O)OCc2cc(=O)n3nc(C4CC4)sc3n2)cc1	-24.6	-1.2%	-6.7%	.	.	.	.
19	Fc1ccc(Nc2c(-c3ccccn3)nc3ccc(Cl)cn23)cc1	21.4	9.7%	6.0%	.	.	.	.
20	Cc1nc(SCC(=O)Nc2ccccc2C)cc(-c2ccccc2)n1	-14.8	-11.6%	1.1%	.	.	.	.
21	CS(=O)(=O)N(CC(=O)NCCSCc1ccccc1)c1cc(C(F)(F)F)ccc1Cl	21.2	-1.8%	52.3%[activator]	.	.	.	.
22	Cc1ccccc1OC1(C(=O)O)CCN(Cc2ccc(CO)o2)CC1	10.0	10.8%	1.8%	-0.9%	-0.7%	-2.5%	-4.3%
23	Cn1cnc(S(=O)(=O)N2CCCC(c3nnnn3-c3ccccc3)C2)c1 (configuration not stated)	-0.8	7.7%	0.9%	i	-10.5%	1.3%	-6.3%
24	COc1cc(N)c(Cl)cc1C(=O)NC1CCN(Cc2ccccc2)CC1	-6.6	-3.7%[23.9 µM]	17.5%[25.6 µM]	.	-3.0%	.	.
25	Cc1c(C(=O)OCCOc2ccccc2)[nH]c2c1C(=O)CC(c1ccccc1)C2 (configuration not stated)	-1.2	-18.5%	-2.5%	.	.	.	.
26	COC(=O)c1cc2n(n1)CCN(C(=O)c1cccc3c1OCC3)C2	11.1	-10.1%	-4.5%	-22.4%	-4.0%	5.7%	0.4%
27	CCOC(=O)c1c(NC(=O)c2cc(-c3cccc(OC)c3)on2)sc2c1CCCC2	-7.3	2.8%	4.1%	.	.	.	.
28	CCn1nccc1C(=O)N1CC(Oc2ccc(-c3nc(C)no3)cc2)C1	6.2	0.1%	-12.9%	?	i	-2.9%	?
29	COC1CCN(C(=O)c2coc(COc3ccc(F)cc3Cl)n2)CC1	9.4	-5.7%	42.6%[activator]	-1.5%	i	-4.7%	?
30	CC(=O)N1CCC(C2CCN(C(=O)C3CC=CCC3)C2)CC1 (configuration not stated)	1.1	-4.3%	-7.8%	0.2%	-7.1%	-3.2%	-11.5%
31	NC(=O)c1csc(C2OC(CO)C(O)C2O)n1 (configuration not stated)	11.8	-12.1%	.	.	-0.7%	.	.
32	O=c1[nH]c2cc(C(F)(F)F)ccc2n1-c1cc(C(F)(F)F)ccc1O	.	-12.9%	1.8%	.	-7.9%	.	.
33	C=CCOc1cccc(C(=O)N2C[C@H](N)C[C@H]2C(=O)NC(C)C)c1	7.3	-5.0%	-29.2%	-7.3%	2.8%	10.4%	3.7%
34	Cc1cc(-c2ccc(S(=O)(=O)Nc3ccc(Br)c(C)c3)s2)on1	-12.4	-3.5%	-17.8%	.	.	.	.
35	CCn1ncc(N2CCC(NC(=O)c3ccc4c(c3)OCO4)CC2)cc1=O	8.5	?	0.4%	?	i	-8.1%	-17.7%
36	Cc1cc(-c2cc3c(cn2)CN(Cc2ccc4[nH]ccc4c2)CCN3)ccn1	-19.4	-19.6%[87.6 µM]	117.8%[activator][87.6 µM]	70.8µM*	-10.2%[88.5 µM]	44.7µM*	?
37	CN(CC1CCOCC1)C(=O)Cc1ccccc1Cl	20.9	4.5%	-20.2%	-0.7%	2.2%	-12.8%	i
38	COc1ccccc1C(=O)N1CCCn2nc(C)c(-c3cccnc3N3CCOCC3)c21	20.7	-0.6%[87.6 µM]	8.0%[87.6 µM]	i	-2.0%[88.5 µM]	1.6%[172 µM]	?
39	CCn1cc(C(=O)NCCN(CC(C)C)CC(C)C)c(=O)c2cc(S(=O)(=O)N(C)C3CCCCC3)ccc21	-18.7	-6.2%	-11.2%	.	.	.	.
40	O=C(CCc1nc2ccccc2[nH]1)N1CCC(c2noc(-c3ccncc3)n2)C1 (configuration not stated)	13.2	9.1%	36.3%[activator]	-11.4%	1.4%	-7.5%	-8.8%
41	O=[S+]1([O-])NC2(CCCN(Cc3c(F)cccc3Cl)C2)COc2ccccc21 (configuration not stated)	9.4	-3.3%	-13.8%	-19.7%	-0.6%	.	-13.9%
42	CCOc1cccc(-c2nc(C(=O)Nc3ccc(OC)cc3)cs2)c1	-17.3	2.5%	16.7%	?	i	?	?
43	O=C(C1CCC1)N1CCC2(CC1)CC(Cc1nc(-c3cnccn3)no1)CCO2 (configuration not stated)	2.7	4.8%	-18.0%	?	-9.2%	.	?
44	COc1cc(-c2nn(C3CCC(N4CCN(C(C)=O)CC4)CC3)c3ncnc(N)c23)ccc1NC(=O)c1cc2ccccc2n1C (configuration not stated)	1.0	?	-3.8%	.	3.2%	.	.
45	Cc1ccc(S(=O)(=O)N2CCC(C(=O)NCc3ccccc3Cl)CC2)cc1	8.9	5.0%	-19.0%	.	.	.	.
46	CCn1cc(CN2CC[C@@H]3CN(S(C)(=O)=O)[C@@H]3C2)c(C)n1	24.4	5.1%[12.5 µM]	18.1%	-12.8%	-8.0%	8.7%	-6.5%
47	CC(=O)Nc1ccc(S(=O)(=O)N[C@H]2CO[C@H]3[C@@H]2OC[C@@H]3n2nnnc2-c2ccc3c(c2)OCO3)cc1	7.9	2.2%	20.0%	-9.0%	i	-6.1%	-16.0%
48	Cc1nc(N2CC[C@@H](NC(=O)c3cnccn3)[C@H](O)C2)c2ccsc2n1	12.1	-2.1%	-27.3%	?	i	10.1%	-24.7%
49	COc1cccc(-c2cn3cc(C(=O)NCCc4ccccc4F)nc3s2)c1	-2.0	-2.4%	17.1%	?	-13.9%	.	?
50	O=C(c1cc(F)ccc1Cl)N1CCC2(CC1)CC(O)CCO2 (configuration not stated)	18.3	-1.6%	1.2%	-9.6%	2.4%	1.5%	-5.2%
51	COc1ccc(-c2nc(CCNC(=O)c3cc(OC)c(OC)c(OC)c3)cs2)cc1	-12.5	-7.0%	29.7%	.	.	.	.
52	COc1ccc2[nH]c3c(c2c1)CCN(C)C31CCN(C(=O)c2ccccn2)CC1	-6.1	-5.9%[12.5 µM]	65.3%[activator]	-10.9%	i	-11.5%	-22.2%
